From PubChem BioAssay
tuberculosis growth: growth inhibition of non-replicating M. tuberculosis (AID 488890). Mycobacterium tuberculosis non-replicating, growth inhibition; higher % means a stronger effect. inhibition, % at 25 µM; hits with a dose series show IC50 in µM. 0.39% of 320,000 active; in the data active = a potency from the dose series; inconclusive = inhibition mostly from about 82% at the one dose, without a potency; inactive = the rest, 99 in 100 with inhibition below about 76%;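 note: plate controls were DMSO cells for no effect and high antibiotic wells for full effect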
influenza NS1A: H1N1 influenza NS1A inhibitors, functional cell based assay (AID 504329). NS1A functional cell-based assay, percent inhibition; higher % means a stronger effect. one-dose inhibition, % at 12.5 µM; IC50 in µM for titrated hits. 0.3% of 340,000 active; in the data active = a potency from the dose series; inconclusive = inhibition above about 27% without an active follow-up result; note: strong numbers were not always called active
VEEV TC-83 Vero: inhibitors of VEEV TC-83 cytopathic effect, confirmation, Vero cells (AID 588727) | Vero cells, VEEV TC-83 cytopathic effect inhibition; higher % means a stronger effect | inhibition, % at 20 µM; hits with a dose series show IC50 in µM | 0.13% of 350,000 active; in the data active = a potency from the dose series; inconclusive = inhibition mostly from about 14% at the one dose, without a potency; inactive = the rest, 99 in 100 with inhibition below about 12%; note: strong numbers were not always called active
H37Rv inhibition: M. tuberculosis growth inhibition, HTS (AID 449762); M. tuberculosis H37Rv growth inhibition, 7H9 media; higher % means a stronger effect; inhibition, % at 25 µM; hits with a dose series show IC50 in µM; 0.59% of 330,000 active; in the data active = a potency from the dose series; inconclusive = inhibition above about 70% without an active follow-up result;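 note: bacterial growth assessed after seven days of incubation; strong numbers were not always called active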
Salmonella PhoP GFP: Inhibition of PhoP regulon, Salmonella typhi GFP reporter cells, confirmation, 4 h (AID 1850). inhibition, % at 50 µM; hits with a dose series show IC50 in µM. 0.33% of 310,000 active. Salmonella Typhi PhoP-promoter GFP reporter, fluorescence, 4 h; higher % means a stronger effect; in the data active = a potency from the dose series; inconclusive = inhibition mostly from about 25% at the one dose, without a potency; inactive = the rest, 99 in 100 with inhibition below about 19%;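 note: 0% = induced wells with vehicle and 100% = uninduced wells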
VEEV TC-83 Vero 10K pilot screen: further read-out of VEEV TC-83 Vero, marked with its call; inhibition, %; measured here: 10K pilot screen inhibition
The depositor's hits bear a star; i = inactive; u = inconclusive; x = not tested or not shown.

SMILES	tuberculosis growth	influenza NS1A	VEEV TC-83 Vero	H37Rv inhibition	Salmonella PhoP GFP	others
O=C(CSc1nc2ccccc2s1)Nc1ccc(Cl)c(S(=O)(=O)N2CCOCC2)c1	69.6%	-0.1%	0.9%	u	-1.6%
COc1ccc(-c2nnc(SCCC(=O)O)n2-c2ccccc2)cc1	-4.2%	-5.1%	2.9%	-5.4%	-3.5%
CCC(c1nnnn1CCOC)N1CCN(C(=O)c2ccco2)CC1 (centres undefined)	-2.7%	-14.5%	0.1%	0.6%	1.7%
Cc1ccc2nc(C)cc(Cl)c2c1	-9.7%	1.4%	i	4.2%	-4.8%	VEEV TC-83 Vero 10K pilot screen=0.5
Cc1ccc(-n2ncc3c(N4CCCC4)ncnc32)c(C)c1	-1.8%	3.1%	4.3%	-1.4%	-1.6%
Cc1cc(C(=O)N/N=C/c2cc(Cl)cc([N+](=O)[O-])c2O)c2ccccc2n1	x	6.1%	2.0%	3.6%	15.1%
CC(C)[C@H](NC(=O)c1ccccc1Cl)C(=O)OCc1cc(=O)n2cc(Br)ccc2n1	-3.6%	-7.4%	0.5%	-4.4%	-13.8%
COc1ccc(-n2c(SC3CCOC3=O)nc3ccccc32)cc1 (centres undefined)	-3.1%	2.1%	i	-8.5%	7.2%
COc1ccccc1-n1cc(CN2CCN(C3CCCCC3)C(CCO)C2)cn1 (centres undefined)	5.0%	12.6%	0.1%	u	0.8%
CCCNC(=O)c1ccc(Cn2cc(-c3ccc(OC)cc3)nc2C(C)N)cc1 (centres undefined)	32.2%	1.0%	i	-9.1%	-3.5%	VEEV TC-83 Vero 10K pilot screen=0.3
COc1ccc(CCNC(=O)CN(C)S(=O)(=O)c2cccc3nsnc23)cc1OC	12.4%	9.8%	4.8%	-2.9%	-4.9%
Cc1ccc(NC(=S)C2=C(O)c3sccc3N(C)S2(=O)=O)cc1	i	6.1%	i	-4.8%	1.8%
Cc1ccc(Cn2c(/C=C/c3ccco3)nc3ccccc32)cc1	39.4%	4.7%	i	10.5%	-1.2%
O=C(Nc1cccc(-n2cnnn2)c1)c1cc(Cl)nc(Cl)c1	23.9%	3.4%	1.7%	1.3%	3.8%
C=CCN(CC=C)C(=O)Cn1cnc([N+](=O)[O-])n1	-3.0%	-0.8%	0.1%	-5.4%	7.2%
CC(=O)Nc1ccc(S(=O)(=O)N(Cc2cccnc2)Cc2cc3ccc(C)cc3[nH]c2=O)cc1	6.1%	0.2%	12.5%	2.7%	4.6%
Cc1cc(=O)oc2cc(OCC(=O)NCC3CCCO3)ccc12 (centres undefined)	-0.5%	9.2%	0.3%	-3.5%	4.4%
COCCN(C(=O)c1cc2c(s1)CCC2)c1c(N)n(CC(C)C)c(=O)[nH]c1=O	2.2%	-5.3%	4.8%	-10.1%	x
C#CCOCCOCCOCCNc1nc(N2CCN(C(=O)[C@H]([C@@H](C)CC)n3cc([C@@H](N)CC(C)C)nn3)CC2)nc(N2CCN(C(=O)[C@H](CCCCN)n3cc([C@@H](N)CC(C)C)nn3)CC2)n1	55.1%	-3.1%	4.5%	45.7%	4.1%
CC(Cc1cccs1)NC(=O)Nc1ccc([N+](=O)[O-])cc1 (centres undefined)	u	2.1%	1.1%	20.2%	-3.8%
Cc1cc(Cl)ccc1NC(=S)NCCc1ccc(Cl)cc1	u	3.9%	i	14.0%	-0.8%
COc1cc(CN=C(C)c2c(O)n(C)c(=O)n(C)c2=O)cc(OC)c1	-0.1%	1.3%	1.6%	4.1%	1.0%
CCc1ccccc1NC(=O)CN1CCN(C(=O)CNC(=O)c2ccc(-c3ccccc3)cc2)CC1	-11.9%	-6.4%	8.1%	-2.0%	x
CCN(CC)C(=O)CSc1nnc(CCCCCNC(=O)OC(C)(C)C)o1	7.1%	-26.4%	3.7%	-6.2%	-3.0%
O=S1(=O)CCC(NC(=S)SCc2ccccc2Br)C1 (centres undefined)	x	-3.8%	9.9%	x	x
CCN1CCN(C(=S)Nc2ccc3nc(N4CCN(C)CC4)cc(C)c3c2)CC1	7.3%	-1.4%	0.3%	5.8%	10.4%	VEEV TC-83 Vero 10K pilot screen=0.1
O=[N+]([O-])c1ccccc1S(=O)(=O)N1CCN(Cc2ccc3c(c2)OCO3)CC1	0.1%	-2.1%	0.8%	-4.8%	16.1%
COc1cc(CN2CCNC(=O)C2CC(=O)NC2CCC2)cc(OC)c1 (centres undefined)	2.9%	-4.0%	1.2%	6.0%	4.0%
CCOC(=O)c1c(NC(=O)C2COc3ccccc3O2)sc(C(C)=O)c1C (centres undefined)	0.0%	4.7%	i	-1.8%	-2.4%
O=C(Nc1ccccc1F)c1ccc(Cn2cc(Br)cn2)cc1	u	0.4%	1.2%	19.1%	-2.4%

Sorted by number of heavy atoms (falling): part of the list above.
SMILES	tuberculosis growth	influenza NS1A	VEEV TC-83 Vero	H37Rv inhibition	Salmonella PhoP GFP	others
C#CCOCCOCCOCCNc1nc(N2CCN(C(=O)[C@H]([C@@H](C)CC)n3cc([C@@H](N)CC(C)C)nn3)CC2)nc(N2CCN(C(=O)[C@H](CCCCN)n3cc([C@@H](N)CC(C)C)nn3)CC2)n1	55.1%	-3.1%	4.5%	45.7%	4.1%
CCc1ccccc1NC(=O)CN1CCN(C(=O)CNC(=O)c2ccc(-c3ccccc3)cc2)CC1	-11.9%	-6.4%	8.1%	-2.0%	x
CCOC(=O)c1c(NC(=O)C2COc3ccccc3O2)sc(C(C)=O)c1C (centres undefined)	0.0%	4.7%	i	-1.8%	-2.4%
COc1cc(CN2CCNC(=O)C2CC(=O)NC2CCC2)cc(OC)c1 (centres undefined)	2.9%	-4.0%	1.2%	6.0%	4.0%

Additional entries follow.
SMILES	tuberculosis growth	influenza NS1A	VEEV TC-83 Vero	H37Rv inhibition	Salmonella PhoP GFP	others
O=C(NCc1ccccc1)c1ccc2c(c1)S(=O)(=O)c1cc(Cl)ccc1C2=O	-2.8%	-6.1%	0.4%	-5.7%	x
Cc1cc(N)n2ncc(-c3cccc(Br)c3)c2n1	14.4%	0.1%	3.2%	u	-12.4%
Clc1ccc(CNCCCSc2ncccn2)cc1	34.9%	15.4%	0.2%	5.8%	-4.5%
Cc1ccc(CSCCNC(=O)c2ccc(NS(C)(=O)=O)cc2)cc1	0.3%	-6.5%	0.6%	-3.3%	1.5%
Cc1ccc2[nH]c3nc(NN)nnc3c2c1	-15.6%	13.5µM*	7.0%	6.2%	-1.5%
CCOc1ccc(CCNC(=O)COn2nnc3ccc(S(=O)(=O)N4CCOCC4)cc32)cc1OCC	-2.0%	2.9%	7.9%	-5.2%	-8.3%
CS(=O)(=O)N1CCN(c2cccc(Cl)n2)CC1	-17.0%	3.3%	2.9%	-1.4%	4.3%
Cc1ccccc1NC(=O)CCCNC(=O)c1ccc(Cl)cc1	20.1%	3.0%	1.9%	9.5%	8.6%
O=C(COc1ccccc1Cl)NCc1nc(-c2ccccc2)no1	8.6%	-10.7%	4.0%	18.0%	-3.0%
COc1ccc(N(CC(=O)N2CCCCCC2)S(=O)(=O)c2c(C)[nH]c(=O)[nH]c2=O)cc1	x	2.8%	0.2%	-11.5%	-8.3%
COC(CNC(=O)c1cccc2c1C(=O)N(Cc1cccnc1)C2)OC	4.0%	-4.5%	0.8%	9.5%	4.5%
O=C(O)c1cc(-c2cccnc2)nc2ccccc12	-2.6%	1.6%	3.6%	0.3%	-0.3%
Cc1cc(S(=O)(=O)N2CCCCCC2)c(Cl)cc1Cl	56.6%	-9.5%	5.8%	1.6%	2.5%
CN1CCN(S(=O)(=O)c2ccc(NC(=O)c3cccc(S(=O)(=O)N4CCCC4)c3)cc2)CC1	8.6%	14.7%	1.7%	0.0%	-9.2%
CCC(C)NCCOc1ccc(C)cc1[N+](=O)[O-] (centres undefined)	x	-4.2%	0.2%	x	x
CC(=O)Nc1ccc2c(c1)CCC2=O	-12.0%	5.7%	0.6%	-6.6%	-13.2%
CC(Sc1nnc(-c2cccnc2)n1N)C(=O)N1CCOCC1 (centres undefined)	-26.1%	-13.8%	3.4%	0.0%	7.2%
Cn1c(O)c(C=NC2CCN(Cc3ccccc3)CC2)c(=O)[nH]c1=O	-3.8%	-17.9%	0.7%	-4.6%	4.1%
CN1CCCCCC1=Nc1ccc([N+](=O)[O-])cc1	-7.3%	-1.6%	0.8%	-3.7%	-5.4%
O=C(COC(=O)c1ccc(O)cc1)Nc1ccccc1	11.5%	-1.1%	2.1%	-2.8%	12.8%
Cc1cc(NC(=O)CN2CCCC(C)C2)n(-c2nc3ccccc3s2)n1 (centres undefined)	x	12.6%	0.3%	x	x
Cc1c(C(=O)N2CCN(C/C=C/c3ccccc3)CC2)oc2c(F)cccc12	42.6%	-2.5%	1.6%	-4.1%	x
O=C(CN1C(=O)NC2(CCCCC2)C1=O)N1CCN(S(=O)(=O)/C=C/c2ccccc2)CC1	9.5%	3.9%	0.3%	-1.2%	-3.8%
O=C(NCCc1ccccn1)c1cc(-c2ccccc2Cl)nc2ccccc12	20.8%	1.4%	12.1%	6.5%	-6.6%
CCOC(=O)c1sc2nc(C)nc(SCC(=O)NC(C)CCc3ccccc3)c2c1C (centres undefined)	10.6%	1.2%	0.5%	-5.1%	-1.5%
CSc1nc(NCCOCCO)c2sc3nc(-c4ccco4)c4c(c3c2n1)CCC4	29.4%	-3.0%	i	7.2%	-6.2%
COc1ccc(CC(=O)NC(C)c2nnc(SCC(=O)Nc3nc(C)cs3)n2C)cc1 (centres undefined)	-0.3%	-29.2%	i	1.1%	2.9%
CC(=O)c1ccc(OCCCC(=O)OCC(=O)Nc2ccc3[nH]c(=O)[nH]c3c2)cc1	-12.6%	-7.4%	1.2%	-5.2%	-1.1%
O=C(CCCCn1c(=O)[nH]c2ccsc2c1=O)NCc1cccnc1	-4.4%	4.0%	3.9%	-6.0%	-7.4%
CCCCn1c(NCc2cccs2)nc2ccccc21	21.6%	6.0%	i	53.0%	9.4%

Compounds from the list above that contain fluorine, in the order listed:
SMILES	tuberculosis growth	influenza NS1A	VEEV TC-83 Vero	H37Rv inhibition	Salmonella PhoP GFP	others
O=C(Nc1ccccc1F)c1ccc(Cn2cc(Br)cn2)cc1	u	0.4%	1.2%	19.1%	-2.4%
Cc1c(C(=O)N2CCN(C/C=C/c3ccccc3)CC2)oc2c(F)cccc12	42.6%	-2.5%	1.6%	-4.1%	x

The listing continues:
SMILES	tuberculosis growth	influenza NS1A	VEEV TC-83 Vero	H37Rv inhibition	Salmonella PhoP GFP	others
O=C(c1ccc(COc2c(F)c(F)cc(F)c2F)o1)N1CCN(c2ccc(Cl)cc2)CC1	-15.8%	2.0%	1.8%	-1.1%	-13.6%
Nn1c(SCC(=O)NCCC2=CCCCC2)nnc1C(F)(F)F	2.6%	1.9%	0.4%	-6.9%	-8.4%
CCS(=O)(=O)c1nnnn1-c1ccccc1S(C)(=O)=O	-5.9%	16.1%	7.5%	-10.8%	-3.0%
CCOC(=O)c1[nH]c2cc3c(cc2c1NC(=O)CN1CCN(CCO)CC1)OCO3	-6.8%	-4.2%	1.9%	7.7%	5.5%
O=C1c2ccccc2C(=O)C1c1ccccn1	-7.0%	-14.1%	1.0%	-11.0%	3.1%
CCn1c(=S)sc2c(=O)n(-c3ccccc3)c(SCC(=O)NCc3ccco3)nc21	x	18.5%	0.8%	x	-3.6%
COc1ccccc1CNC(=O)C(=O)NCCC1CCCCN1S(=O)(=O)c1ccc(C)cc1 (centres undefined)	29.3%	1.8%	1.4%	10.3%	7.9%
O=C(c1cccc2ccccc12)N1CCCCC1	x	-1.8%	i	6.9%	1.6%
c1ccc(C(c2ccccc2)c2noc(CN3CCN(C4CCCC4)CC3)n2)cc1	u	-14.4%	1.5%	-0.9%	-11.5%
O=C(NCc1ccco1)c1sc(=S)n2c1[nH]c(=O)c1ccccc12	24.6%	3.3%	0.6%	-3.2%	-5.0%
CCOc1ccc(-c2nnc3ccc(SC)nn23)cc1	0.2%	2.3%	2.2%	-2.8%	0.7%
CCCCCCCC(=O)N/N=C(\C)c1ccc(O)cc1O	1.57µM*	-4.5%	13.2%	-17.6%	-12.8%
COC(=O)c1ccc(-c2nc(-c3cccs3)no2)cc1	51.7%	0.0%	0.8%	-6.1%	x
CCCCn1c(N)c(N(CCOC)C(=O)C(C)N2C(=O)c3ccccc3C2=O)c(=O)[nH]c1=O (centres undefined)	-16.6%	-2.3%	1.8%	-7.0%	-2.8%
CC1(C)CC2(CC(c3ccccc3)Oc3cc(O)ccc32)NC(=O)N1 (centres undefined)	20.3%	x	x	-4.7%	-4.0%
O=C(CCN1CCOCC1)N/N=C/c1cc([N+](=O)[O-])ccc1OC(F)F	-1.1%	-12.0%	0.6%	2.7%	-0.2%
CC(C)CCn1nnnc1CN1CCN(C(=O)c2ccco2)CC1	6.9%	-8.0%	1.3%	7.5%	13.6%
O=C(CSc1ccccc1)Nc1ccc2c(c1)OCO2	u	3.2%	0.6%	37.7%	9.9%
